# Source: PubChem BioAssay
# GBA enhancer = increases beta-glucosidase activity in Gaucher fibroblasts; activation, % at 10 µM; AID 784; 30,000 compounds, 0.44% hits; L444P Gaucher fibroblasts, 4-MU-glucoside fluorescence, 3 days; P04062; in the data active means activation above about 65%;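 further: 0% = vehicle wells and 100% = positive control wells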
# Target sequence (P04062 whole entry L483P): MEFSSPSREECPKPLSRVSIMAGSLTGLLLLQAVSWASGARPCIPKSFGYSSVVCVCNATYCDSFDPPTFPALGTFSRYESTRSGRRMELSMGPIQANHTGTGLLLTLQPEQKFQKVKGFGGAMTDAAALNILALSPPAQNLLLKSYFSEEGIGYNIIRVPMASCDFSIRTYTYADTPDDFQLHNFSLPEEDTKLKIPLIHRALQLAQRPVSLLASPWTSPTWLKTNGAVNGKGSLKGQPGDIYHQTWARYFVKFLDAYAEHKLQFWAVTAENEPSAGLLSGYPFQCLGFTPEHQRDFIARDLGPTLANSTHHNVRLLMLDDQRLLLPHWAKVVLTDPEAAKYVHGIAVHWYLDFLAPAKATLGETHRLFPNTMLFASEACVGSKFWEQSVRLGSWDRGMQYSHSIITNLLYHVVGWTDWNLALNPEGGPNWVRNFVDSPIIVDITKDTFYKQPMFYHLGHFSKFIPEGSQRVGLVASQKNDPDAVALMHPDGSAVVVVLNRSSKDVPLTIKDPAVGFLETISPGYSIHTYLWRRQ
# Numbers without * were called inactive. Only part of the results is shown (hit frequency here may not be typical).
canonical_smiles | GBA enhancer
CC(C)CCn1c(N)c(S(=O)(=O)c2cccs2)c2nc3ccccc3nc21 | -12.7
COc1ccc(C)cc1S(=O)(=O)N1CCN(c2cccc(C(F)(F)F)c2)CC1 | -4.2
COc1cc2c(cc1OC)C(c1cccs1)NCC2 (stereo not given) | 11.4
CC1(C)CC(=O)C=C(Nc2cc(-c3ccccc3)[nH]n2)C1 | -16.5
Cc1ccccc1C(=O)NC1CCN(Cc2nnnn2Cc2ccc(F)cc2)CC1 | -38.2
CCc1cc2c(=O)c(-c3cnn(-c4ccccc4)c3)coc2c(CN2CCOCC2)c1O | 51.8
Cc1cc(C)cc(OCc2nnc(SCC(=O)Nc3ccccc3)o2)c1 | -21.4
COc1nc(Nc2cccc(C(F)(F)F)c2)nc(OC)n1 | -47.7
O=C(COC(=O)c1ccc(S(=O)(=O)Nc2ccccc2)cc1)NCCN1C(=O)CSC1=O | -6.1
Cc1ccc(C(=O)Nc2cccc(C(=O)NCc3ccco3)c2)cc1 | -45.8
COc1ccc2nc(-c3ccccc3)[nH]c2c1 | -19.1
CCC(=O)N1c2ccc(S(=O)(=O)CCC(=O)NCc3ccc4c(c3)OCO4)cc2CC1C (stereo not given) | -12.2
CC(C)(C)C(=O)OCC1OC(n2cnc(C(N)=O)n2)C(O)C1O (stereo not given) | 15.9
NC(=O)CN1CCN(c2ccccc2F)CC1 | -7.4
O=C(O)CCc1ccc(-c2cccs2)n1CCC(=O)O | -44.4
CCOc1ccc2nc(C(C)O)[nH]c2c1 (stereo not given) | -12.8
C=CCNC(=O)CN(c1ccc(F)cc1)S(=O)(=O)c1ccc(OC)cc1 | -47.6
CCC(C)NC(=O)C1CCCN(S(=O)(=O)c2ccc(-n3cnnn3)cc2)C1 (stereo not given) | -21.3
CCOc1ccc(N2C(=O)C3CCCN3C2=O)cc1 (stereo not given) | -15.6
COCCn1nnnc1C(CC(C)C)N1CCN(c2cccc(OC)c2)CC1 (stereo not given) | -13.0
COCCn1c(-c2ccc(-c3ccccc3Cl)o2)nc2c1c(=O)[nH]c(=O)n2CC(C)C | -40.2
O=S(=O)(NC1CC1)c1ccc(S(=O)(=O)N2CCCC3(CCCCC3)C2)cc1 | -19.0
CCn1c(SCC(=O)OCC(=O)N2c3ccccc3NC(=O)C2(C)C)nnc1-c1ccco1 | 1.3
Cc1cc(O)c(-c2n[nH]c3c2C(c2cccc(O)c2)N(Cc2cccnc2)C3=O)cc1Cl (stereo not given) | 8.5
O=c1[nH]c2cc3c(cc2cc1C(c1nnnn1C1CCCC1)N1CCCc2ccccc21)OCCO3 (stereo not given) | 4.0
CCOC(=O)N1CCN(C(=O)c2oc3ccc(S(=O)(=O)N4CCOCC4)cc3c2C)CC1 | -70.6
CC1CN(c2oc(-c3ccco3)nc2C#N)CC(C)O1 (stereo not given) | -2.8
CCOC(=O)C1C(=O)CC(C)(O)C(C(=O)OCC)C1c1cccc(OC(F)(F)C(F)F)c1 (stereo not given) | -14.1
O=C(CSc1nc(N2CCCCC2)nc(N2CCCCC2)n1)NC1CCCCC1 | 4.8
Cn1c(SCc2nc(-c3cccs3)no2)nnc1C1CCCCC1 | -30.1

# An excerpt from above in order of molecular weight, low to high.
canonical_smiles | GBA enhancer
NC(=O)CN1CCN(c2ccccc2F)CC1 | -7.4
CCOc1ccc(N2C(=O)C3CCCN3C2=O)cc1 (stereo not given) | -15.6
COc1nc(Nc2cccc(C(F)(F)F)c2)nc(OC)n1 | -47.7
C=CCNC(=O)CN(c1ccc(F)cc1)S(=O)(=O)c1ccc(OC)cc1 | -47.6
CCC(C)NC(=O)C1CCCN(S(=O)(=O)c2ccc(-n3cnnn3)cc2)C1 (stereo not given) | -21.3
CCOC(=O)N1CCN(C(=O)c2oc3ccc(S(=O)(=O)N4CCOCC4)cc3c2C)CC1 | -70.6

# Other entries.
canonical_smiles | GBA enhancer
N#Cc1c(/N=C/c2cccs2)sc2c1CCCCC2 | -14.8
Cc1nc2nc(SCC(=O)NCc3ccco3)nn2c(C)c1Cc1c(F)cccc1Cl | -46.0
FC(F)(F)c1nnc2ccc(N3CCOCC3)nn12 | 3.5
CCn1c(=O)cc(N2CCCCC2)[nH]c1=O | -12.3
CCOC(=O)c1csc(NC(=O)CSc2nnnn2CC)n1 | -27.3
CCc1nnc(NC(=O)CSc2nc3c(cc2C#N)CCC3)s1 | 11.7
Cc1ccc(Cn2nnnc2CN2CCC(O)(c3ccc(F)cc3)CC2)cc1 | -44.1
COc1ccc(C(=O)Nc2ccc(Cl)cn2)cc1Cl | -5.0
Cc1c(C(=O)N2CCOCC2)[nH]c2c1C(=O)CC(c1ccccc1Cl)C2 (stereo not given) | -36.5
Fc1ccc(-c2nnc(CN3CCN(c4ncc(C(F)(F)F)cc4Cl)CC3)o2)cc1 | -17.3
N[C@@H](Cc1cc(I)c(Oc2ccc(O)c(I)c2)c(I)c1)C(=O)O | -10.3
COc1ccc(CN2CCN(C(=O)CN3C(=O)C4C5C=CC(C5)C4C3=O)CC2)c(OC)c1OC (stereo not given) | -10.4
C=C(C)Cn1c(CCNC(=O)CCC)nc2ccccc21 | -8.4
Cn1nnnc1SCC(=O)N1CCN(c2cccc(Cl)c2)CC1 | -31.9
Cc1ccc2c(c1)CCCN2C(=O)c1ccc2c(c1)OCO2 | -49.9
Cc1cccc2cc(C#N)c(SCC(=O)N3CC(=O)Nc4ccccc43)nc12 | -0.4
c1ccc(CCc2nc(-c3ccncc3)no2)cc1 | 5.2
CC12CC(NC(=O)N1c1ccc(C(=O)N3CCN(c4ccc(F)cc4)CC3)cc1)c1ccccc1O2 (stereo not given) | 12.6
Cc1sc2nc(C(C)Sc3nnc(C)n3-c3ccccc3)[nH]c(=O)c2c1C (stereo not given) | -0.4
C#CCSc1nnc(-c2cccc3ccccc23)o1 | -5.3
COc1ccc(NS(=O)(=O)c2cccc3cccnc23)cc1 | -18.6
CC(NC(=O)Nc1nnc(C(F)(F)F)s1)N1C(=O)C2C3C=CC(C3)C2C1=O (stereo not given) | -14.5
O=C(c1ccccc1)N1CCN(Cc2ccccc2Br)CC1 | -14.3
O=C(Nc1ccon1)c1ccc2c(c1)OCO2 | -5.3
COC(=O)c1ccccc1NC(=O)c1ccco1 | -5.0
Cc1cccc(NC(=O)CSc2n[nH]c(-c3ccncc3)n2)c1 | 18.7
COc1cc(NS(=O)(=O)c2ccc(C)cc2)ccc1-n1cnnn1 | -12.1
CCOC(=O)N1CCC(NC(=O)C(C)n2c3ccccc3c3cnn(C)c(=O)c32)CC1 (stereo not given) | -1.2
CC1(C)CC(=O)C(CC2=C(O)CC(C)(C)CC2=O)=C(O)C1 | -31.9
O=C(NCCN=C1NS(=O)(=O)c2ccccc21)c1ccc2nccnc2c1 | -9.8
CCOC(=O)C(C#N)C(c1cccnc1)c1c(C)[nH][nH]c1=O (stereo not given) | -22.8
CCOC(=O)N1CCN(c2c(-c3ccc(C)c(C)c3)c(=O)c2=O)CC1 | -8.0
O=C1OC2(c3ccccc3)C3CCCC2C13 | 3.4
COc1ccc2nc(SCC(=O)N(C)C3CCCCC3)c(C#N)cc2c1 | -54.5
CCCC(=O)NCCc1cc2cc(C)c(C)cc2[nH]c1=O | -52.5
Cn1c(=O)c2[nH]c(-c3cccnc3)nc2n(C)c1=O | -13.4
Cc1cc(C)c(C#N)c(N2CCN(Cc3ccc4c(c3)OCO4)CC2)n1 | -23.2
CCc1nc(N)c(C#N)c(-c2ccncc2)c1C | -27.0
O=C(NCc1ccc2c(c1)OCO2)c1c[nH]c2ccc(S(=O)(=O)N3CCOCC3)cc2c1=O | -6.2
COc1ccc(Cl)cc1NC(=O)CCn1cnc2ccccc2c1=O | -14.0
Cc1ccc(NCc2nnc(SCC(=O)N3CCCCC3)n2CC2CCCO2)c(C)c1 (stereo not given) | -2.8
CC1CCN(C(=O)CSc2ccc3nnc(-c4ccc(F)cc4)n3n2)CC1 | 29.5
Cc1cc(NC(=O)c2cc(-c3cccs3)on2)nn1Cc1ccc(Cl)cc1 | -62.3
CCCCN(C)Cc1c(C)[nH]c2ccc(Cl)cc2c1=O | -18.6
Cc1cccc(Cn2c(SCCO)nc3c2c(=O)n(C)c(=O)n3C)c1 | -1.3
COc1ccc(-c2cc(C(=O)Nc3c(C)nn(Cc4ccccc4Cl)c3C)no2)cc1OC | -14.1
O=C(NCC(F)(F)F)Nc1cccnc1 | -52.9
c1ccc(C(c2nnnn2Cc2ccco2)N2CCN(C3CCCC3)CC2)cc1 (stereo not given) | -41.8
COC(=O)c1ccccc1S(=O)(=O)NC(=O)c1ccccc1 | -47.0
Nc1cccc2cnccc12 | -14.1
CN(C)c1ccc(CNC23CN4CN(CN(C4)C2)C3)cc1 | 4.3
Cc1cc(=O)c2n(Cc3ccc(Cl)cc3)nc[n+]2[nH]1 | -11.4
COc1ccc(OC)c(N(CC(=O)NCCSc2ccccc2)S(C)(=O)=O)c1 | -32.9
CNC(=O)C1CC(=O)N(Cc2ccc3c(c2)OCO3)C(=Nc2ccc(OC)cc2)S1 (stereo not given) | -20.0
O=c1c2cnn(-c3ccccc3)c2ncn1/N=C/c1ccncc1 | -6.6
O=C(Nc1ccc(N2CCCC2)c(Cl)c1)c1ccc(Br)o1 | 9.2
Cc1cc(C)nc(Nc2n[nH]c(COc3ccccc3)n2)n1 | -21.1
CCOC(=O)C1CCN(C(=O)C2CCN(S(=O)(=O)CC)CC2)CC1 | -11.1
Cc1cccc(N2CCN(C(=O)C3CCN(S(=O)(=O)c4cccc5nsnc45)CC3)CC2C)c1 (stereo not given) | -16.1
CN1CCCCc2c1nc1ccccc1c2N (tested in a mixture with another compound) | -25.1

# (list continues)
canonical_smiles | GBA enhancer
COc1ccc(NC(=O)CCN2CCN(S(=O)(=O)c3cc(Cl)ccc3OC)CC2)cc1 | 22.2
O=C(O)CCN1Cc2ccccc2C1=O | -8.3
O=C(O)c1ccccc1OCCOc1ccccc1C(=O)O | 0.4
CCOC(=O)N1CCC(NC(=O)CCc2cn(C)c3ccccc23)CC1 | 25.3
CCCn1cnc2c(c1=O)c1nc3ccccc3nc1n2Cc1ccccc1OC | -7.8
CC1(C)C(=O)C2(CCCC2)C(=O)OC1c1ccco1 (stereo not given) | 5.8
COc1ccc(OC)c(C2/C(=C(\O)c3c(C)nc4ccccn34)C(=O)C(=O)N2CCCN(C)C)c1 (stereo not given) | -8.0
CCCc1cc(=O)[nH]c(Nc2ccc(N3CCCCC3)cc2)n1 | -9.5
CCN(CC)C(=O)c1sc(NC(=O)c2ccoc2C)c(C(=O)OC)c1C | -49.1
COc1ccc(-c2nnc(SCc3ccccc3)n2N)cc1 | -48.1
Cc1ccc(S(=O)(=O)Cn2nnnc2C(c2ccc(F)cc2)N2CCC(C(N)=O)CC2)cc1 (stereo not given) | -24.4
CC(C)N(C)C1CCN(C(=O)Nc2ccc(Cl)c(Cl)c2)CC1 | 3.3
COc1ccccc1NC(=O)N1CCCC1C(=O)Nc1nnc(C(C)C)s1 (stereo not given) | 17.4
COC(=O)c1sc(S(=O)(=O)Nc2ccc3cn[nH]c3c2)c(C(=O)OC)c1C | -12.1
CC(C)(C)NC(=O)NC(=O)Cn1cc(C(F)(F)F)ccc1=O | -0.7
O=C(NCCO)c1ccc(-c2nnc(N3CCOCC3)c3ccccc23)cc1 | -11.0
Cc1ccccc1-n1c(=O)cc(N2CC(C)OC(C)C2)[nH]c1=O (stereo not given) | -36.5
Cc1ccc(C2=NCCNC2=O)c(C)c1 | 19.9
CCC(Sc1nc2ccccc2c(=O)n1CC1CCCO1)C(=O)NCc1cccnc1 (stereo not given) | -31.1
[O-][n+]1onc2c1CCC1N(O)C(c3ccccc3)CC21O (stereo not given) | -42.7
CCOCCn1c(CN2CCCC(C)C2)nc2c1c(=O)n(C)c(=O)n2C (stereo not given) | 12.4
Cc1cc(C)cc(N(CC(=O)NCC2CCCO2)C(=O)CCC(=O)Nc2cc(C)on2)c1 (stereo not given) | -8.4
O=C(NCC1CCCO1)C1CCN(CC2CCCCC2)CC1 (stereo not given) | 4.1
O=C(CCCn1c(SCC(=O)NC2CCCCC2)nc2ccccc2c1=O)NCC1CCCO1 (stereo not given) | -19.5
Cc1cc(C(=O)CSC(C)c2nc3ccccc3c(=O)[nH]2)c(C)n1C (stereo not given) | 6.3
COc1ccc(-c2nnn(CC(=O)N(C3CCCC3)C(C)C(=O)NC3CCCC3)n2)cc1OC (stereo not given) | 4.2
COC(=O)COc1ccc(S(=O)(=O)NCCC2=CCCCC2)cc1 | -3.3
O=C(NCC(=O)N(c1ccc2c(c1)OCCO2)C(C(=O)NC1CCCC1)c1ccco1)c1ccco1 (stereo not given) | -37.3
CCOc1ccccc1NC(=O)CCCc1nc2ccccc2c(=O)[nH]1 | -48.4
COC(=O)c1ccc(NC(=O)CSc2nnc(-c3ccncc3)n2N)cc1 | -43.0
Cn1c(=O)c2ncn(CC(=O)NCCOc3ccccc3)c2n(C)c1=O | -9.1
CCOC(=O)CNC(=O)c1cn(C)c(=O)c2cc(OC)c(OC)cc12 | -57.5
O=C(CC(SCCO)c1ccc2c(c1)OCO2)c1ccco1 (stereo not given) | -16.5
CCCc1cc(=O)[nH]c(SCC(=O)N(C)Cc2ccccc2)n1 | -8.9
CC1CCCCN1C(=O)c1cc(F)c(F)cc1Cl (stereo not given) | -20.8
CCC(=O)Nc1nnc(Cc2ccccc2)s1 | -7.3
O=C(CSc1nc(O)cc(=O)n1-c1ccccc1)N1CCCCC1 | -11.7
Cc1occc1C(=O)Nc1cccc(Cn2cccn2)c1 | 31.3
Cc1cc2c(c(=O)n1C)C(Cc1ccccc1)C(C#N)=C(N)O2 (stereo not given) | 6.5
CC(C)c1nc(SCc2c(F)cccc2Cl)c2c(=O)n(C)c(=O)n(C)c2n1 | -16.1
COCCN1Cc2cccc(C(=O)Nc3ccc(S(=O)(=O)N4CCCCCC4)cc3)c2C1=O | -1.5
Cn1c(SCC(=O)NCc2ccco2)nnc1-c1ccc(S(=O)(=O)N2CCOCC2)cc1 | 4.2
CN(CCC#N)CC(=O)Nc1ccc(NC(=O)CN(C)CCC#N)cc1 | -16.4
